TRPC6 activator = mouse TRPC6 channel activators, primary screen, cell-based, HEK293, membrane potential dye; Short transient receptor potential channel 6 (Mus musculus), Q61143; HEK293-TRPC6 membrane potential dye fluorescence; hits give high values; B-score at 10 µM; 310,000 tested, 0.13% active;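 active = B-score of the integrated fluorescence ratio above library mean plus 3 SD, and starting fluorescence ratio within library mean plus 5 SD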;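 also: higher score means more depolarization so channel activation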
Target sequence (Q61143 whole entry, looked up): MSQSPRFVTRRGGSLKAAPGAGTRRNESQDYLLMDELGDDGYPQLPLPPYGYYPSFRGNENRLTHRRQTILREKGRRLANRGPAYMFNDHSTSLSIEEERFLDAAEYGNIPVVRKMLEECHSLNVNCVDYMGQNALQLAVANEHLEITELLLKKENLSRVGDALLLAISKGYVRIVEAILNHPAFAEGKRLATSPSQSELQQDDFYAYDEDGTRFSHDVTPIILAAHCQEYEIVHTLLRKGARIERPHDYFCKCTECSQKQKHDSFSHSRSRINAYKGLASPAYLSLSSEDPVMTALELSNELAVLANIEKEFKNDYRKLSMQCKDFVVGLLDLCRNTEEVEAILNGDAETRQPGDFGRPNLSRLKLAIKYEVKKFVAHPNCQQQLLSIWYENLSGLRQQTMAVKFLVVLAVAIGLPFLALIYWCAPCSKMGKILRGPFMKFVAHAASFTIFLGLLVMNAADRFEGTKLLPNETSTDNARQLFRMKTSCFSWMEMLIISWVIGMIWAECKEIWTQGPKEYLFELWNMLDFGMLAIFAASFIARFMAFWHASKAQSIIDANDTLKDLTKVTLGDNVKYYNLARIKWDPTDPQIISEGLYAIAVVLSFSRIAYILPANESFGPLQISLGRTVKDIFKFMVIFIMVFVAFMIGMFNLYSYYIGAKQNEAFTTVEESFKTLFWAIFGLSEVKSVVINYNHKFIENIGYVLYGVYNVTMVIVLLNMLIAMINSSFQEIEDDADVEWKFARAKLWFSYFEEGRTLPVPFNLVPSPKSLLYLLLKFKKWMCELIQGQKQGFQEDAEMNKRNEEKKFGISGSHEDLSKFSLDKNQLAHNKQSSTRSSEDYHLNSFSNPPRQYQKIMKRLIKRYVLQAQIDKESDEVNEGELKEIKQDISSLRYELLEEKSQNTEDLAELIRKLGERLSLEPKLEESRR
TRPC4 inh = inhibitors of mouse TRPC4 channel, primary screen, Fluo4 calcium, HEK293 TRPC4beta/mu-opioid cells; 300,000 tested, 0.39% active; DAMGO-evoked Fluo4 calcium flux; hits give low values; AID 2247, 2010; Short transient receptor potential channel 4 (Mus musculus), Q9QUQ5; B-score at 10 µM;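 active = B-score over 3 SD under the library average, no early fluorescence shift, positive overall ratio signal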
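Assay system: HEK293 cells with stable TRPC4beta plus mu-opioid receptor expression. Dosing: single dose. Measured by: Fluo4 Ca2+ flux fluorescence. Also added: DAMGO in two steps, submaximal then maximal. Read-out: B score from integrated Fluo4 fluorescence ratio.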
MrgX1 ag = agonists of human MrgX1 receptor, primary screen, HEK293 cells, Fluo-4 calcium flux; B-score at 10 µM; Mas-related G-protein coupled receptor member X1 (Homo sapiens), Q96LB2; 310,000 tested, 0.44% active; Fluo-4 calcium fluorescence, agonist mode; hits give high values;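 active = calcium response B-score plate-corrected fluorescence ratio at least 3 library SD, with starting fluorescence B-score inside 5 SD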
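System: HEK293 cells stably expressing human MrgX1 receptor; Dosing: test compound in the initial addition of three; Schedule: overnight plating, then 30 min 37 °C plus 30 min room-temperature dye loading; Detection: kinetic calcium dye fluorescence, Fluo-4 NW; Controls: per-plate positive and negative controls for Z′ factor.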
ANO1 activ = TMEM16A chloride channel activators or potentiators, primary screen, cell-based, HTS. Anoctamin-1 (Mus musculus), Q8BHY3. HEK293 TMEM16A/YFP-H148Q/I152L, iodide quench fluorescence; hits give low values. B-score at 10 µM. 340,000 tested, 0.3% active;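 active = fluorescence-ratio B-score plate-corrected deviation score at least 3 library SD below zero, with starting fluorescence score within 5 deviations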;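 also: channel opened by trigger with iodide after compound preincubation; score built on the fluorescence ratio of max minus min over baseline; more negative score means more quench and so TMEM16A activation or potentiation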
RGS4 inh = RGS4 inhibitors, primary screen, cell-based, HEK293 M3R inducible RGS4, calcium flux | Fluo-4 calcium flux; hits give high values; triggered by carbachol at its EC20 | AID 463165, 2010 | B-score at 10 µM | 310,000 tested, 0.45% active | Regulator of G-protein signaling 4 (Homo sapiens), P49798;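 active = B-score, a plate-corrected calcium signal, over three deviations above library mean, with baseline fluorescence within five deviations of library mean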;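 also: RGS4 expression induced by doxycycline in cells with stable M3 receptor; B-score is computed from the integrated fluorescence ratio over baseline after carbachol; higher B-score means a larger calcium signal and so more RGS4 inhibition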
Target sequence (P49798 whole entry, looked up): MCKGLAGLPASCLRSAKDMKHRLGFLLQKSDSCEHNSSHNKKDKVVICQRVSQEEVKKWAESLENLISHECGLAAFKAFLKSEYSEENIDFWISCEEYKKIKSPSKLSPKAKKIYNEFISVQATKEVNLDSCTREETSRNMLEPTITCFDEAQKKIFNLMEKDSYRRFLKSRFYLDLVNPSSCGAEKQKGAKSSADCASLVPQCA
MrgX1 PAM = positive allosteric modulators of MrgX1, primary screen, HEK293 cells, Fluo-4 calcium flux. Mas-related G-protein coupled receptor member X1 (Homo sapiens), Q96LB2. FDSS; hits give high values. B-score at 10 µM. 310,000 tested, 0.63% active. AID 588675, 2011;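 active = plate-corrected calcium response at least 3 library SD above typical, normal starting fluorescence, not activating the receptor alone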;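 also: compound read alongside a low EC10 to EC30 dose of BAM8-22 agonist; peak minus trough fluorescence over baseline measured at the second addition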
TRPC4 potent = positive allosteric modulators of TRPC4, primary screen, cell-based, mouse TRPC4beta, HEK293 mu-opioid, Fluo-4 calcium | B-score at 10 µM | Short transient receptor potential channel 4 (Mus musculus), Q9QUQ5 | AID 2227, 2009 | DAMGO EC20, Fluo-4 Ca2+ flux; hits give high values | 310,000 tested, 0.42% active;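 active = B-score of calcium response area above 5 SD of library B-scores, with initial fluorescence ratio within 5 SD of library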;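 also: B-score of integrated fluorescence ratio over time as area under calcium response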
TRPC4 agonist = activators of mouse TRPC4 channel, primary screen, Fluo4 calcium, HEK293 TRPC4beta/mu-opioid cells | B-score at 10 µM | AID 2237, 2010 | 310,000 tested, 0.49% active | Short transient receptor potential channel 4 (Mus musculus), Q9QUQ5 | Fluo4 calcium fluorescence; hits give high values;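 active = B-score above 5 SD of library B-scores, and initial fluorescence ratio not above library mean plus 5 SD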;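 also: positive B-score marks a calcium rise read as TRPC4 activation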
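system = HEK293 cells stably co-expressing mouse TRPC4beta and mu-opioid receptor | schedule = Fluo4 dye loading 45 min at room temperature, 110 s recording | measure = B-scored integrated calcium fluorescence ratio | signal = Fluo4 calcium-sensitive dye fluorescence, kinetic, 1 Hz baseline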
TRPC6 inhibitor = mouse TRPC6 channel inhibitors, primary screen, cell-based, HEK293, membrane potential dye; B-score at 10 µM; ACh-evoked depolarization; hits give low values; AID 2553, 2010; Short transient receptor potential channel 6 (Mus musculus), Q61143; 310,000 tested, 1.1% active;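 active = B-score under library mean minus 3 SD, initial fluorescence not abnormally high, positive integrated signal ratio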;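 also: B-score derived from integrated fluorescence ratio over the kinetic read; more negative B-score means stronger inhibition of depolarization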
MrgX1 antag = antagonists of human MrgX1 receptor, primary screen, HEK293 cells, Fluo-4 calcium flux. Mas-related G-protein coupled receptor member X1 (Homo sapiens), Q96LB2. BAM8-22 antagonism; hits give low values. B-score at 10 µM. 310,000 tested, 1.3% active. AID 588676, 2011;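 active = calcium-response B-score plate-corrected more than 3 library SD below zero, starting fluorescence within 5 deviations, no agonist response on first addition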;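 also: peak minus trough fluorescence over baseline after final BAM8-22 challenge near maximal dose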
TMEM16A inh = TMEM16A chloride channel inhibitors, primary screen, cell-based, HTS. normalized B-score (activity score, 25-100; higher = stronger inhibition) at 10 µM. HEK293 TMEM16A/YFP iodide influx fluorescence, ionomycin. Anoctamin-1 (Mus musculus), Q8BHY3. 310,000 tested, 1.2% active;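 active = ratio plate-corrected score three or more library SD toward inhibition, starting fluorescence score within five deviations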;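 also: score derived from kinetic fluorescence span divided by baseline fluorescence per well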
* = called active by the depositor; i = inactive; / = no result given.

SMILES | TRPC6 activator | TRPC4 inh | MrgX1 ag | ANO1 activ | RGS4 inh | MrgX1 PAM | TRPC4 potent | TRPC4 agonist | TRPC6 inhibitor | MrgX1 antag | TMEM16A inh
Cn1c(-c2c(N)n(C3CCCC3)c3nc4ccccc4nc23)nc2ccccc21 | i | i | i | i | i | i | i | i | i | -7.4* | i
O=C(CCc1ccc(S(=O)(=O)NCc2ccccc2)cc1)NCc1ccco1 | i | i | i | i | i | i | i | i | i | i | i
Fc1ccccc1-c1nc(-c2cnccc2C(F)(F)F)no1 | i | i | i | i | i | i | i | i | i | i | i
Cc1ccc(C(=O)CC(C(=O)O)n2cnc([N+](=O)[O-])n2)cc1 (stereo not given) | i | i | i | i | 5.6* | i | i | i | i | i | i
COc1ccc(C2C(C(C)=O)=C(C)Nc3ncnn32)cc1[N+](=O)[O-] (stereo not given) | i | i | i | i | i | i | i | i | i | i | i
CCNc1nc(NCC)n2c(SCC(=O)Nc3cccc(F)c3)nnc2n1 | i | i | i | i | i | i | i | i | i | i | i
CCCCn1c(N)c(N(CCC(C)C)C(=O)c2ccc3c(c2)OCCO3)c(=O)[nH]c1=O | i | i | i | i | i | i | i | i | i | i | i
Nc1nonc1-n1nnc(C(=O)N/N=C/c2ccncc2)c1-c1ccccc1 | i | i | i | i | i | i | i | i | i | i | i
COC(=O)c1c(NC(=O)c2ccccc2C(=O)O)sc2c1CCC2 | i | i | i | i | i | i | i | i | i | i | i
Cc1ccc(C(C(=O)NCc2ccc(F)cc2)N(CCCO)C(=O)C2COc3ccccc3O2)o1 (stereo not given) | i | i | i | i | i | i | i | i | i | i | i
O=C(NN1c2ccccc2CCc2ccccc21)c1ccccc1Br | i | i | i | i | i | i | i | i | i | i | i
Cc1sc2ncnc(OCC(=O)NC(C)C)c2c1C | i | i | i | i | i | i | i | i | i | i | i
COc1cccc(-c2nc(CCl)cs2)c1OC | i | i | i | i | i | i | i | i | i | i | i
Cc1ccc(C)c(S(=O)(=O)NCCCn2ccnc2)c1 | i | i | i | i | i | i | i | i | i | i | i
CC(C)c1ccc(NNC(=O)C2CCC2)cc1 | i | i | i | i | i | i | i | i | i | i | i
Cc1cccc(Cn2nc(C)c(NC(=O)c3ccc(F)cc3)c2C)c1 | i | i | i | i | i | i | i | i | i | i | i
Clc1ccc(-c2n[nH]c3c2CCC3)cc1Cl | i | i | i | i | i | i | i | i | i | i | i
Cc1ccnc2nc(C(=O)NCc3cccs3)nn12 | i | i | i | i | i | i | i | i | i | i | i
Cc1ccc(N(NC(=O)C(O)(c2ccccc2)c2ccccc2)C(=O)CCl)cc1 | i | i | i | i | i | i | i | i | i | i | i
Cc1[nH]c2c(C)cccc2c1CCNC(=O)c1ccc2c(c1[N+](=O)[O-])C(=O)c1ccccc1C2=O | i | i | i | i | i | i | i | i | i | i | i
C/C(=N\NC(=O)OC(C)(C)C)c1ccc[nH]1 | i | i | i | i | i | i | i | i | i | i | i
COc1ccc(SC[C@H](Cc2ccccc2)N2CCN(C)CCC2=O)cc1 | i | -8* | i | i | i | i | i | i | i | i | i
Cc1nn(C)cc1S(=O)(=O)Nc1ccc(C(F)(F)F)cc1 | i | i | i | i | i | i | i | i | i | i | i
CNC[C@H](O)c1ccc(O)c(O)c1 | i | i | 39* | i | 4.9* | i | i | i | i | i | i
COc1cccc(NC(=O)c2cc3ccccc3oc2=O)c1 | i | i | i | i | i | i | i | i | i | i | i
Cc1cc(-c2cc(C(=O)NC3CCCC3)on2)nc(NC2CCCC2)n1 | i | / | i | i | i | i | i | i | i | i | i
CCN(CC)C(=O)c1sc(NC(=O)c2ccc(OC)c([N+](=O)[O-])c2)c(C#N)c1C | i | i | i | / | i | i | i | i | i | i | i
CCN(CC)C(=O)c1nn(Cc2ccccc2)c(=O)c2ccccc12 | i | i | i | i | i | i | i | i | i | i | i
CCOC(=O)c1cc2c(N)c(C(=O)c3cc(C#N)c(SC)nc3C)sc2nc1C | i | i | i | i | i | i | i | i | i | i | i
O=C(NC1CCCN(Cc2ccc(Cl)cc2)C1)c1c(F)ccc(F)c1F (stereo not given) | i | i | i | i | i | i | i | i | i | i | i
CC(C)CCC(CCNCc1ccccn1)c1ccc(Cl)cc1 (stereo not given) | i | i | i | i | i | i | i | i | i | i | i
O=S(=O)(c1ccc(Cl)s1)N1CCc2ccccc2C1 | i | i | i | i | i | i | i | i | i | i | i
COc1ccccc1-n1cnc2cc(NCc3cccs3)ccc21 | i | i | i | i | i | i | i | i | i | i | i
CCCCCn1cnc2sc(CC)cc2c1=O | i | i | i | i | i | i | i | i | i | i | i
O=C(O)c1ncn(Cc2ccccc2)c1C(=O)O | i | i | i | i | i | i | i | i | i | i | i
CN1CCN(C(=O)C(=O)c2cn(CC(=O)N3CCCC3)c3ccccc23)CC1 | i | i | i | i | i | i | i | i | i | i | i
O=C(c1ccco1)N1CCN(S(=O)(=O)c2ccc([N+](=O)[O-])cc2)CC1 | i | i | i | i | i | i | i | i | i | i | i
Cc1cc(N=Nc2ccc3ccccc3c2)ccc1O | i | i | i | i | i | i | i | i | i | i | i
COc1ccc(C2CC(c3ccc4ccccc4c3)=NN2C(=O)COC(=O)C2CCC(=O)N2)cc1 (stereo not given) | i | i | i | i | i | i | i | i | i | i | i
O=C(NC12CC3CC(CC(C3)C1)C2)c1cnccn1 | i | i | i | i | i | i | i | i | i | i | i
C=CCNc1nc(NC(C)(C)CO)nc(OCC)n1 | i | i | i | i | i | i | i | i | i | i | i
Nc1nonc1-c1nc2ccccc2n1CC(=O)N1CCN(c2ccc(F)cc2)CC1 | i | i | i | i | i | i | i | i | i | i | i
COc1ccc(-c2csc(NC(=O)c3ccccc3Br)c2C(=O)O)cc1 | i | i | i | i | i | i | i | i | i | i | i
COC(=O)C1CCN(Cc2cn(Cc3ccccc3)nc2-c2cc3ccccc3o2)CC1 | i | i | i | i | i | i | i | i | i | i | i
O=C1C=C(Nc2ccc(O)cc2)C(=O)c2ccccc21 | i | i | i | i | i | i | i | i | i | i | i
Cc1ccc(-c2nnc(-c3ccccc3)c(-c3ccccc3)n2)cc1 | i | i | i | i | i | i | i | i | i | i | i
Cc1ccc(-c2c(C(=O)N(C)Cc3ccccc3)oc(=O)c3ccccc23)cc1 | i | i | i | i | i | i | i | i | i | i | i
NC(=O)COc1ccc(Nc2nnc(-c3ccc(O)cc3)c3ccccc23)cc1 | i | i | i | i | i | i | i | i | i | i | i
Cc1ccc(C(=O)Nc2ccc(N3CCN(S(C)(=O)=O)CC3)cc2)cc1 | i | i | i | i | i | i | i | i | i | i | i
CC1C(C#N)=C(SCC(N)=O)NC2=C1C(=O)CC(C)(C)C2 (stereo not given) | i | i | i | i | i | i | i | i | i | i | i
COc1ccc(CCNC(=O)C(=O)NCC2OCCN2S(=O)(=O)c2ccc(F)cc2)cc1 (stereo not given) | i | i | i | i | i | i | i | i | i | i | i
N#Cc1c(N)n(-c2cccc(C(=O)O)c2)c2nc3ccccc3nc12 | i | i | i | i | i | i | i | i | i | i | i
O=C(O)CCC(=O)Nc1ccc(S(=O)(=O)N2CCCC2)cc1 | i | i | i | i | i | i | i | i | i | i | i
CC(C)CCNC1c2ccccc2C(=O)N1Cc1ccccc1 (stereo not given) | i | i | i | i | i | i | i | i | i | i | i
N#C/C(=C\c1ccncc1)c1nc2ccccc2c(=O)[nH]1 | i | i | i | i | i | i | i | i | i | i | i
Cc1ccc(CNC(=O)c2cccc(OCc3c(C)noc3C)c2)cc1 | i | i | i | i | i | i | i | i | i | i | i
COCCn1c(N)c(C(=O)NCC2CCCO2)c2nc3ccccc3nc21 (stereo not given) | i | i | i | i | i | i | i | i | i | i | i
Cc1ccc(Cl)cc1N1CCN(CC(=O)Nc2ccc3[nH]c(=O)[nH]c3c2)CC1 | i | i | i | i | i | i | i | i | i | i | i
Cc1onc(-c2ccccc2)c1C(=O)OCC(=O)c1ccccc1 | i | i | i | i | i | i | i | i | i | i | i
CC(=O)c1cccc(NC(=O)C2CC(c3ccc(F)cc3)=NO2)c1 (stereo not given) | i | i | i | i | i | i | i | i | i | i | i

Other results
SMILES | TRPC6 activator | TRPC4 inh | MrgX1 ag | ANO1 activ | RGS4 inh | MrgX1 PAM | TRPC4 potent | TRPC4 agonist | TRPC6 inhibitor | MrgX1 antag | TMEM16A inh
OC(c1nc2ccc(F)cc2[nH]1)C(O)c1nc2ccc(F)cc2[nH]1 (stereo not given) | i | i | i | i | i | i | i | i | i | i | i
COc1cccc(-c2cc(C(F)(F)F)n3nc(C(=O)Nc4c(C)n(C)n(-c5ccccc5)c4=O)cc3n2)c1 | i | i | i | i | i | i | i | i | i | i | i
O=C(CN1CCN(Cc2ccccc2Cl)C1=O)NCc1ccccn1 | i | i | i | i | i | i | i | i | i | i | i
COc1ccc(C(=O)Nn2c(C)nnc2-n2nc(C)cc2C)cc1OC | i | i | i | i | i | i | i | i | i | i | i
Cc1nc2ccccc2cc1C(=O)NCc1ccccc1 | i | i | i | i | i | i | i | i | i | i | i
COc1ccc(C(=O)NCc2nnc(SCC(=O)NCc3ccc(F)cc3)o2)cc1 | i | i | i | i | i | i | i | i | i | i | i
CCc1ccc(/C=N/n2c(C3CCCCC3)n[nH]c2=S)cc1 | i | i | i | i | i | i | i | i | i | i | i
Cc1ccc(C(=O)OCc2cn(-c3ccccc3)nn2)cc1 | i | i | i | i | i | i | i | i | i | i | i

Screening results deposited in PubChem BioAssay by Johns Hopkins Ion Channel Center.
